# RGS8-Gao: RGS8-Galphao binding modulators, primary screen, biochemical, multiplexed bead flow cytometry | Guanine nucleotide-binding protein G(o) subunit alpha (Homo sapiens), P09471 | actives lie on both sides | response (percent of control binding), % at 10 µM | hit rate 0.34% among 220,000 | AID 1423, 2008; in the data active = response below about 60% or above about 140%; inactive = in between;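 note: Galphao activated as the GDP aluminium fluoride complex binding bead-coupled RGS8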
# ABCG2 inh: ABCG2 efflux pump inhibitors, primary screen, multiplex with ABCB1, IgMXP3 cells, flow cytometry; Broad substrate specificity ATP-binding cassette transporter ABCG2 (Homo sapiens), Q9UNQ0; JC-1 efflux; inhibition, % at 6.6 µM; hit rate 0.1% among 190,000; AID 1325, 2008;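 active = inhibition above 80%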;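 note: 0% = DMSO and 100% = nicardipine control wells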
#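 material = IgMXP3 (ABCG2) plus far-red-tagged CCRF-Adr (ABCB1) cells | amount = 3 million cells/mL, equal mix of both lines | also added = JC-1 transporter substrate | dosing = one concentration, 6.6 µM final | schedule = 10 min at 25 °C | measured by = flow cytometric JC-1 green MFI at 530 nm | read-out basis = percent efflux inhibition, scaled nicardipine 100% to DMSO 0%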
# Bcl-B Bim block: inhibitors of Bim-Bcl-B binding, primary screen, biochemical, multiplexed, human Bcl-2 family | Bcl-2-like protein 10 (Homo sapiens), Q9HD36 | bead-based flow cytometry, Bim peptide-Bcl-B binding | inhibition, % at 10 µM | hit rate 0.073% among 190,000;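 note: 0% = tracer peptide without compound and 100% = reference inhibitor peptide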
# Target sequence (Q9HD36 whole entry, looked up): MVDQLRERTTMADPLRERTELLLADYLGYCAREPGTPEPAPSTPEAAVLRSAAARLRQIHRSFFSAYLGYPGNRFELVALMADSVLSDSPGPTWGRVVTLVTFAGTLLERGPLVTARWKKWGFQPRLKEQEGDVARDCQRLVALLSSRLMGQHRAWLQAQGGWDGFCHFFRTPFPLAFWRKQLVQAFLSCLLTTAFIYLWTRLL
# Bim-Bcl-XL: inhibitors of Bim-Bcl-XL binding, primary screen, biochemical, multiplexed, bead flow cytometry, human Bcl-XL | AID 1007, 2008 | hit rate 0.04% among 190,000 | inhibition, % at 10 µM | Bim peptide-Bcl-XL binding, fluorescence
# Target sequence (Q07817 whole entry, looked up): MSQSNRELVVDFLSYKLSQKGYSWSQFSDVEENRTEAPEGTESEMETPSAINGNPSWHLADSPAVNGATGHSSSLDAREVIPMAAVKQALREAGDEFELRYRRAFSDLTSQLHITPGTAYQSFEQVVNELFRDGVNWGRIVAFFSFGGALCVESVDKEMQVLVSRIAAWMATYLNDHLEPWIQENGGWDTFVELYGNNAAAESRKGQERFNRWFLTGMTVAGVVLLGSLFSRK
# Bcl-W Bim block: inhibitors of Bim binding to Bcl-W, primary screen, biochemical, multiplexed, bead-based flow cytometry; Bcl-2-like protein 2 (Homo sapiens), Q92843; Bim peptide-Bcl-W binding; inhibition, % at 10 µM; hit rate 0.02% among 190,000; AID 952, 2007;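 note: 0% = bound tracer without compound and 100% = peptide blocker; higher means less fluorescent Bim peptide bound to Bcl-W beads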
# Target sequence (Q92843 whole entry, looked up): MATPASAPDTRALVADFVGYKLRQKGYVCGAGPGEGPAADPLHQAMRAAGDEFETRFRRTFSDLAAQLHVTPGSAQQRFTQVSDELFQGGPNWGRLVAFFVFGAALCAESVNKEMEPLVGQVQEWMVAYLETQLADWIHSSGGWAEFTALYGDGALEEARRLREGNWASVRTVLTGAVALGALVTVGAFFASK
# GSH bead fluor: compound fluorescence on glutathione beads, profiling panel, artefact control, biophysical, 488/530 nm, flow cytometry | GSH beads flow cytometry, compound fluorescence 488/530 nm; stronger effect = higher value | fluorescence (KMESF) at 10 µM | hit rate 0.25% among 190,000; in the data active = fluorescence above about 89;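 note: glutathione beads carrying GST-tagged Bcl family fusion proteins plus one bare bead set; values are compound well signal with DMSO vehicle wells as background; inactives centre near 16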
# Bim-Bcl-2: inhibitors of Bim-Bcl-2 binding, primary screen, biochemical, multiplexed, human Bcl-2 family. hit rate 0.06% among 190,000. Bead-based flow cytometry, Bim peptide-Bcl-2 binding. inhibition, % at 10 µM; in the data active = inhibition above about 40%; inconclusive = no clear call, values can overlap the other calls;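 note: 0% = no compound wells with probe peptide and 100% = reference peptide inhibitor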
# Target sequence (P10415 whole entry, looked up): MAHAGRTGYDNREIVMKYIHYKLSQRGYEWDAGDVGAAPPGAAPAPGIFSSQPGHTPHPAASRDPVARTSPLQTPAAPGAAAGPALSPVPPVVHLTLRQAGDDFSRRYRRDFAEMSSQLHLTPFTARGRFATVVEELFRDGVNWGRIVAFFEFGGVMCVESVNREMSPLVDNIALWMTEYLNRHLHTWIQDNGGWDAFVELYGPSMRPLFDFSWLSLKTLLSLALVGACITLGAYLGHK
# RGS7-Gao: RGS7-Galphao binding modulators, primary screen, biochemical, multiplexed bead flow cytometry; Guanine nucleotide-binding protein G(o) subunit alpha (Homo sapiens), P09471; actives lie on both sides; binding response (% of control), % at 10 µM; hit rate 0.35% among 220,000; AID 1439, 2008; in the data active = binding response below about 49% or above about 150%; inconclusive = no clear call, values can overlap the other calls; inactive = in between;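 note: fluorescent Galphao held in activated GDP-AlF4 state binding bead-coupled RGS7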
# Bfl-1 Bim block: inhibitors of Bim binding to Bfl-1, primary screen, biochemical, multiplexed, bead-based flow cytometry | AID 1008, 2008 | Bcl-2-related protein A1 (Homo sapiens), Q16548 | hit rate 0.12% among 190,000 | inhibition, % at 10 µM | Bim-Bfl-1 binding inhibition;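 note: 0% = wells without compound plus tracer and 100% = blocker peptide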
# RGS4-Gao reg: modulators of RGS4 binding to Galphao, primary screen, biochemical, multiplexed bead flow cytometry; actives lie on both sides; binding response (% of control), % at 10 µM; hit rate 0.33% among 220,000; AID 1415, 2008; in the data active = binding response below about 49% or above about 150%; inactive = in between;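 note: fluorescent Galphao activated with aluminum fluoride binding bead-coupled RGS4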
# ABCB1 block: ABCB1 efflux pump inhibitors, primary screen, cell-based, multiplex, flow cytometry, ABCG2 counter-screen; inhibition, % at 6.6 µM; hit rate 0.067% among 190,000; ATP-dependent translocase ABCB1 (Homo sapiens), P08183; CCRF-Adr cells, JC-1 efflux; in the data active = inhibition above about 40%;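 note: 0% = vehicle and 100% = reference inhibitor; higher value means more JC-1 retained so stronger ABCB1 efflux block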
# Starred values were filed as active, the others as inactive; ? = inconclusive. Cut-off read from the data, not from the text of the source, unless noted: active = inhibition above about 40%.
compound	RGS8-Gao	ABCG2 inh	Bcl-B Bim block	Bim-Bcl-XL	Bcl-W Bim block	GSH bead fluor	Bim-Bcl-2	RGS7-Gao	Bfl-1 Bim block	RGS4-Gao reg	ABCB1 block
CCCCn1c(/C=C/c2ccco2)nc2ccccc21	108	4	3	0	1	13	4	101	9	106	-0.4
Cc1ccc(NCc2ccccc2F)cc1	101	0	-5	-5	-2	10	-7	104	-1	103	-0.1
FC(F)(F)c1cccc(Cc2noc(CN3CCSCC3)n2)c1	101	7	-8	-5	-4	17	0	102	-5	104	0.6
CCc1nc(NCC2CCCO2)c(C#N)c2c1COC(C)(C)C2 (configuration not stated)	103	3	-3	-5	0	26	-3	106	-5	102	1.2
CC1=C(C(=O)OCC2CCCO2)C(c2coc3ccc(Cl)cc3c2=O)C2=C(CCCC2=O)N1 (configuration not stated)	100	12	-2	-1	0	13	-4	100	-6	97	1.3
COc1ccccc1CNC(=O)C(C)c1ccc([N+](=O)[O-])cc1 (configuration not stated)	94	8	2	4	0	12	1	91	-1	90	1.9
COc1ccccc1NC(=O)/C=C1\SCC(=O)N1C	101	22	-5	0	0	12	-2	?	-4	104	1.4
O=c1[nH]c2ccccc2nc1C(F)(F)C(F)F	98	7	0	0	1	12	0	104	0	101	1.1
O=C(CSc1nnc(NC(=O)c2ccc(S(=O)(=O)N3CCOCC3)cc2)s1)Nc1ccccc1C(F)(F)F	109	-2	-4	-4	-3	4	0	106	0	106	-1.5
CCOC(=O)c1c(C)[nH]c(C)c1C(=O)COC(=O)c1ccc(Cl)c(S(N)(=O)=O)c1	106	2	-8	0	4	16	-2	102	-13	106	0.3
Cc1cc(C)c2cccc(N)c2n1	100	5	-4	-1	-1	13	0	97	-2	96	2.6
CN(C)C(=S)c1ccc(N(C)C)cc1	93	4	-37	-6	1	20	-5	?	16	93	-0.1
CCCN(C(=O)CSc1nc2c(cnn2-c2ccccc2)c(=O)[nH]1)C1CCS(=O)(=O)C1 (configuration not stated)	103	1	1	-1	0	10	0	96	0	102	0.2
CCOc1ccc(NC(=O)CSc2ccc(-c3ccccn3)nn2)cc1	99	13	-9	-7	-6	15	-2	99	-6	99	1.2
CC1=CC(C)C2(CO)COC(c3ccc(O)cc3)C1C2C (configuration not stated)	103	18	1	0	2	13	4	109	0	102	1.3

# Quoted at random: two compounds from above, in no set order.
compound	RGS8-Gao	ABCG2 inh	Bcl-B Bim block	Bim-Bcl-XL	Bcl-W Bim block	GSH bead fluor	Bim-Bcl-2	RGS7-Gao	Bfl-1 Bim block	RGS4-Gao reg	ABCB1 block
FC(F)(F)c1cccc(Cc2noc(CN3CCSCC3)n2)c1	101	7	-8	-5	-4	17	0	102	-5	104	0.6
O=C(CSc1nnc(NC(=O)c2ccc(S(=O)(=O)N3CCOCC3)cc2)s1)Nc1ccccc1C(F)(F)F	109	-2	-4	-4	-3	4	0	106	0	106	-1.5

# (listing goes on)
compound	RGS8-Gao	ABCG2 inh	Bcl-B Bim block	Bim-Bcl-XL	Bcl-W Bim block	GSH bead fluor	Bim-Bcl-2	RGS7-Gao	Bfl-1 Bim block	RGS4-Gao reg	ABCB1 block
Cc1ccc(O)c(NC(=O)CCCC(=O)O)c1	101	1	0	2	11	11	3	97	2	96	1.1
O=C(O)c1ccccc1CSc1ncn[nH]1	94	1	-2	-4	-2	19	-3	93	0	92	0.3
Cc1ccc(Oc2nnc(-c3ccc(C)cc3)c3ccccc23)cc1	96	24	9	7	4	16	-1	100	5	101	0.7
O=C(Oc1ccc(/C=N/Nc2nc(N3CCCCC3)nc(N3CCCCC3)n2)cc1)c1ccco1	99	1	-3	-2	0	12	-2	101	-2	96	0.4
Cc1cccc(NC(=O)c2ccc(C(=O)Nc3cccc(C)c3)nc2)c1	103	0	-1	-4	0	11	-2	104	0	101	0.0
CSc1nc(-c2ccco2)nn1C(=O)c1ccc(Cl)cc1	101	1	-1	-3	-4	22	0	99	-6	105	0.0
O=C1CC(N(CCc2ccccc2)C(=S)Nc2cc(Cl)ccc2Cl)C(=O)N1c1c(Cl)cccc1Cl (configuration not stated)	101	-1	1	-3	0	16	-1	103	-2	101	-0.3
COc1ccc(O[C@H]2C=C[C@@H](c3ccccc3)O[C@@H]2COC(=O)CC/C(C)=N/OC[C@@H](O)COCc2ccco2)cc1	100	-1	-7	-4	-4	19	0	102	0	100	1.2
COC(=O)c1ccc(C)c(NC(=O)C2COc3ccccc3O2)c1 (configuration not stated)	102	23	-4	1	1	19	-17	101	-16	103	0.3
Cc1ccc(NC(=O)CN(C)c2ccc(S(=O)(=O)N3CCCC3)cn2)cc1	103	3	0	0	-2	12	-4	101	-3	103	0.9
Cc1sc(NC(=O)/C=C/C(=O)O)c(C(N)=O)c1-c1ccc(C(C)(C)C)cc1	95	1	-14	-7	-5	13	-2	98	-13	102	0.1
Fc1ccc(CNc2nc(-c3ccccc3)nc3ccccc23)cc1	98	7	-2	0	0	16	-2	100	-3	102	0.8
CC1(C)CC(NC(=O)c2coc(=O)c(Br)c2)CC(C)(C)N1	92	1	-2	-3	4	5	-2	89	-11	86	0.1
CCCCC(=O)Nc1ccc(C(=O)NCC(=O)OC)cc1	100	0	-1	-2	1	49	-3	96	-1	93	0.0
CCCNC(=O)CC(NS(=O)(=O)c1ccc(OC)cc1)c1ccco1 (configuration not stated)	99	1	-5	-4	1	15	-6	94	-5	97	0.4
Cc1cc(OCC(=O)NC(C)c2ccccc2)ccc1[N+](=O)[O-] (configuration not stated)	100	17	-7	-1	0	20	-4	95	-7	100	1.2
COc1ccc(CNC(N)=O)cc1	100	0	-6	-9	-3	19	-8	102	1	100	0.0
CCC(=O)N1CCN(c2ccccc2NC(=S)NC(=O)c2cccc([N+](=O)[O-])c2)CC1	100	8	0	0	2	13	-4	101	-3	100	0.8
COc1ccc(-c2cc(C(=O)OC3CCOC3=O)c3ccccc3n2)cc1OC (configuration not stated)	97	75	-8	-6	3	34	-9	96	-17	96	7.4
O=C(NCCCn1ccnc1)Nc1cccc2ccccc12	104	0	6	-1	-3	50	10	96	7	101	0.0
CCNS(=O)(=O)c1ccc(NC(=O)Cn2nc(C(F)(F)F)cc2C)cc1	99	6	-8	-3	-1	58	-8	95	-14	96	0.9
O=C(O)c1ccc(-c2ccccn2)s1	97	1	0	-2	-2	71	-2	94	2	99	0.0
O=C(CSc1cccc[n+]1[O-])c1cc(Cl)ccc1Cl	101	1	-2	0	3	28	0	98	-2	101	0.0
OCCn1c(-c2ccc(F)cc2)csc1=Nc1ccccc1	110	-11	-4	-3	0	22	1	111	1	112	3.3
CC(=O)Oc1cccc(C(=O)Nc2c[nH]c(=O)[nH]c2=O)c1	99	5	-3	-2	1	24	1	95	-2	102	0.7
CCN(CC)S(=O)(=O)c1cc(NS(=O)(=O)c2cc(Cl)ccc2Cl)ccc1C	103	-2	-5	-11	-7	14	-3	105	-9	104	-0.2
O=C(Nc1nsc(-c2ccccc2)n1)c1ccc(F)cc1	95	10	-2	0	4	11	-1	95	-1	94	1.4
Cc1[nH]n(-c2ccccc2)c(=O)c1N=Nc1ccccc1C(=O)N1CCOCC1	101	11	-5	-8	-4	11	-2	100	0	101	1.4
COC(=O)C1=C(O)/C(=C\c2sccc2C)N=C1C	106	7	-11	-12	-5	13	-7	101	-11	102	0.3
COc1ccc(N(CC(=O)NC2CCCC2)S(=O)(=O)c2c(C)[nH]c(=O)[nH]c2=O)cc1	100	3	-1	0	-1	13	-6	101	-4	98	1.0
COC(=O)C(C(=O)OC)c1ccc(NC(=O)c2cccc(Cl)c2)cc1	101	17	-5	-1	1	10	-5	97	-6	103	1.6
O=C(Cc1ccccc1)Nc1ccc(NC(=O)C2CCCCC2)nc1	100	36	2	1	-1	15	1	103	7	98	0.7
c1cc2c(cc1OCCNC1CCCC1)CCC2	102	-1	-2	-1	-1	18	1	?	-3	103	0.1
O=[N+]([O-])c1ccc2n[nH]nc2c1	101	4	-7	-5	1	9	-13	101	-12	102	0.3
CCC(CC)C(=O)c1c[nH]c(C(=O)NCCCN2CCOCC2)c1	100	2	-1	0	0	15	-3	101	-3	100	0.3
O=C(O)CCc1nn2cnc3sc4c(c3c2nc1=O)CCCC4	95	5	0	0	2	12	-2	92	-7	92	0.5
CC(C)c1noc2ncc(C(=O)c3cc(Cl)cc(Cl)c3O)cc12	99	-19	0	-7	-2	22	-1	98	-4	97	-0.9
CN1CCOCCOCCOCCN(C)C1=S	103	1	-2	0	-2	9	-3	102	-5	102	0.6
CCOC(=O)C1=C(CSc2nc3ccccc3s2)NC(=O)NC1c1cccc([N+](=O)[O-])c1 (configuration not stated)	100	31	-12	-9	-1	32	-6	98	-15	98	4.1
CC(C)CCOc1ccc(/C=C2\CCn3c2nc2cc(C(=O)O)ccc2c3=O)cc1	103	-11	-2	-2	-1	16	-5	?	-2	103	-1.7
CC(C)Nc1nc(Cl)nc(NNC(=O)C(C)Oc2ccccc2)n1 (configuration not stated)	97	10	15	25	13	27	23	94	29	97	0.6
CC(=O)Nc1nc(C=C(Cl)Cl)cs1	101	0	-4	0	1	76	-4	101	-2	103	-0.1
O=C(CNC(=S)N(Cc1ccccc1F)C1CCCCC1)NC1CC1	93	0	-1	2	-4	59	0	101	0	102	0.2
O=C(NCC1CCCO1)c1ccccc1 (configuration not stated)	102	6	-5	-4	0	28	-9	99	-19	105	0.4
N#CCC(=N)N1CCN(c2cccc(Cl)c2)CC1	101	0	-8	-3	1	25	-13	103	-3	103	-3.2
CC(C)(C)NC(=O)NC(=O)CN1CCN(c2ccccc2O)CC1	101	-1	-2	-2	0	17	-2	103	-2	102	0.0
O=C(CCCC1=NS(=O)(=O)c2ccccc2N1)N1CCN(c2ccccc2)CC1	101	2	-2	-3	-1	16	-2	102	-1	103	0.6
O=C(NN1CCOCC1)c1cc(-c2ccc(Cl)c(Cl)c2)nc2ccccc12	103	12	-1	-6	-4	21	-2	102	0	100	-0.9
CCn1c(SCC(=O)NNC(=O)c2ccc(OC)cc2)nnc1-c1ccco1	102	4	-4	-2	-3	14	-1	105	-3	102	-1.2
COc1ccc(C(=O)N2c3ccccc3C(=O)OC2c2ccc3c(c2)OCO3)cc1 (configuration not stated)	81	2	9	14	6	30	1	87	6	72	0.9
